Assay outcomes as filed in PubChem.
DAGLB inh: blocks human DAGLB lipase activity | Q8NCG7 | HEK293T DAGLB membrane lysate, EnzChek fluorogenic substrate | inhibition, % at 5.17 µM | hit rate 0.059% among 340,000 | AID 504411; in the data active = inhibition above about 34%;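 note: 0% = enzyme with vehicle and 100% = wells lacking enzyme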
Target sequence (Q8NCG7 whole entry, looked up): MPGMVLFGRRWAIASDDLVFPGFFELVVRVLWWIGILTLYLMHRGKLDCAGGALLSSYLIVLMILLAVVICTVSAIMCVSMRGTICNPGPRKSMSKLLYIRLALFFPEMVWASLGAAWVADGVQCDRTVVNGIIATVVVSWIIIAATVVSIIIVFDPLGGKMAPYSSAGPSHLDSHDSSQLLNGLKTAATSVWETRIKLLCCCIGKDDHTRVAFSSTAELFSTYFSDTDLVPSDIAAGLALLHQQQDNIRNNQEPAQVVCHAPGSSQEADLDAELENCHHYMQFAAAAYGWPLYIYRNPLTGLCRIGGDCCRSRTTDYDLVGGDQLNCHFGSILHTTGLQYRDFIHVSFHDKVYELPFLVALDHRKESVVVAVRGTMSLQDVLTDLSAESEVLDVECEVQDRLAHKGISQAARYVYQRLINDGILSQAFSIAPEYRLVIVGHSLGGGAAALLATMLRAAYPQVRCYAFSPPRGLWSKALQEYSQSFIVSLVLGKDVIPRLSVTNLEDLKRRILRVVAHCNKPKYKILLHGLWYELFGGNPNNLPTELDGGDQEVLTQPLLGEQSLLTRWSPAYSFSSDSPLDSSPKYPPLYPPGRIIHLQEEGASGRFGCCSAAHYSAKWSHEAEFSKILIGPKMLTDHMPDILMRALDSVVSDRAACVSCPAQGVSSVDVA
Rtt109 Vps75: C. albicans Rtt109 histone acetyltransferase inhibition; Q5AAJ8; purified Rtt109/Vps75, ThioGlo CoA-SH fluorescence, 4 h; inhibition, % at 34.9 µM; hit rate 0.16% among 330,000; AID 540336;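 active = inhibition of at least 50% in every replicate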
Target sequence (Q5AAJ8 whole entry, looked up): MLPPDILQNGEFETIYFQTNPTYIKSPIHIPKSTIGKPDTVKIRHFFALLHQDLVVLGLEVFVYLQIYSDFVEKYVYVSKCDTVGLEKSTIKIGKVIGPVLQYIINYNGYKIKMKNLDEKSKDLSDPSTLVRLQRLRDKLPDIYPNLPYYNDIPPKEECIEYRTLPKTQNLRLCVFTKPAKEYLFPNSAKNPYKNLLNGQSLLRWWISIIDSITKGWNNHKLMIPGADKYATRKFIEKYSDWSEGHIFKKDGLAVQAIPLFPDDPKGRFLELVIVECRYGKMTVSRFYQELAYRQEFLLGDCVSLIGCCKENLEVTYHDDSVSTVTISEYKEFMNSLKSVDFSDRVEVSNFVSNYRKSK
Cardiac RTF inh: cardiac RTF calcium desensitization | P19429+P45379 | IANBD-labeled cardiac RTF, Ca2+ fluorescence | inhibition, % at 7.15 µM | hit rate 0.12% among 340,000;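 active = inhibition above the mean inhibition of all tested compounds plus 3 SD, cut at about 17% in these data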;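 note: assay run at fixed EC70 calcium of 1.6 mM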
RTF Ca sens act: increases calcium sensitivity of human cardiac regulated thin filaments; P19429+P45379; hit rate 0.24% among 340,000; IANBD-labeled TnC RTF fluorescence at EC20 calcium; 0% EC20 calcium, 100% full calcium; activation, % at 7.2 µM;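 active = activation above the mean over all tested compounds plus 3 SD, cut at about 30% in these data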;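 note: rise in fluorescence read as greater calcium sensitivity of cardiac thin filaments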
CAL PDZ FP-1: inhibitors of human CAL PDZ peptide binding. Q9HD26. purified CAL PDZ, TMR-peptide fluorescence polarization, 1 h. inhibition, % at 24.9 µM. hit rate 0.92% among 300,000. AID 602252;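 active = mean inhibition of at least 30% with at least half of replicates also reaching 30%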;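 note: 0% = DMSO neutral control and 100% = excess unlabeled competitor peptide PRC23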
Keap1-Nrf2 PPI: disrupts human Keap1 binding to Nrf2 peptide | Q14145 | Keap1 Kelch-Nrf2 peptide fluorescence polarization, 1536-well | inhibition, % at 9.4 µM | hit rate 0.15% among 340,000 | AID 504523; in the data active = inhibition above about 12%;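 note: human Keap1 Kelch domain with fluorescein labeled Nrf2 9mer peptide probe; 0% = neutral control wells and 100% = peptide positive control; higher means more block of Keap1 binding to Nrf2 peptide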
SR-BI DiI-HDL act: enhances SR-BI lipid uptake from DiI-HDL. CHO ldlA[mSR-BI] cells, DiI-HDL uptake fluorescence, 3 h; 100 = double the neutral-control signal. activation, % at 12.5 µM. hit rate 0.096% among 320,000;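 active = mean replicate activation of at least 60% and every replicate at or above 60%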;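 note: 0% = median plate neutral-control signal and 100% = twice that signal; values of inactives mirror those of a sister screen read the other way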
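System: CHO ldlA[mSR-BI] cells / Medium: HEPES-buffered (25 mM, pH 7.4) F12 plus 0.5% BSA / Probe or stimulus: labelled HDL, 10 µg/mL / Doses: single compound concentration, delivered by pin transfer / Schedule: 3 h, 37 °C / Measured by: DiI fluorescence, bottom read / Measure: cell-associated DiI fluorescence as measure of HDL uptake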
CAL PDZ FP-2: blocks peptide binding to human CAL PDZ domain; purified CAL PDZ, TMR-peptide fluorescence polarization, 1 h; AID 504414; Q9HD26; hit rate 0.02% among 330,000; inhibition, % at 20 µM;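 active = highest replicate inhibition of at least 40%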;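 note: plate controls were DMSO neutral control wells for no effect and unlabeled competitor peptide control wells for full effect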
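Assay system – tagged CAL PDZ protein CerCALP, purified · Timing – 1 h at RT · Compound – single point, 20 µM · Measured by – fluorescence polarization from S- and P-plane intensities, G-factor corrected · Evaluation – inhibition from polarization loss · Probe or stimulus – TMR reporter peptide T*-PRC34 · Buffer or medium – pH 7.4 phosphate-saline buffer, reducing agent, detergent, IgG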
PKA-R2B activ: activates the human PKA-R2B holoenzyme complex; PKA-R2B holoenzyme dissociation, Cy5-IP20 fluorescence polarization; R2B truncated from residue 108, S112A mutant; 0% DMSO only, 100% 113 µM cGMP; activation, % at 11.4 µM; hit rate 0.079% among 340,000; AID 504700;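 active = activation above a cutoff set at the mean over all compounds plus 3 SD, cut at about 18% in these data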;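 note: higher means more holoenzyme dissociation and a rise in polarization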
C-LANA FP: inhibitors of KSHV LANA C-terminal domain DNA binding. MBP-C-LANA/FAM-LBS DNA binding, fluorescence polarization. inhibition, % at 9 µM. hit rate 0.078% among 340,000;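 active = highest replicate inhibition at or above 60% at 9 µM, even if other replicates fall short; inactive = all replicates below 60% inhibition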;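 note: 0% = neutral control wells and 100% = 4 µM acridine orange control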
Active calls of the source: *; . = no result given.

SMILES	DAGLB inh	Rtt109 Vps75	Cardiac RTF inh	RTF Ca sens act	CAL PDZ FP-1	Keap1-Nrf2 PPI	SR-BI DiI-HDL act	CAL PDZ FP-2	PKA-R2B activ	C-LANA FP
NC(=O)N/N=C/c1ccc(OCc2cccc(Cl)c2)cc1	0.5	-22.8	-16.1	2.0	5.4	-3.9	-12.9	-0.5	-1.1	1.1
O=C(O)c1cc(-c2ccc(Cl)c(Cl)c2)n(-c2ccc(F)cc2)n1	5.5	-0.9	-0.3	-2.7	-0.3	-3.2	6.2	-2.6	-6.7	-0.7
O=C(Nc1ccc2ccccc2c1)c1cccc(F)c1	-3.9	0.3	-2.5	2.1	-2.5	-1.7	-44.9	-0.3	-4.2	3.0
c1ccc2c(Nc3nc(N4CCOCC4)c4ccccc4n3)cccc2c1	-0.5	.	-18.7	-6.1	-3.0	-4.6	-21.0	-3.0	1.5	-0.8
ON=C1c2ccccc2-c2ccc(F)cc21	-6.5	3.2	5.4	-2.8	-1.7	-5.9	7.9	-2.4	1.7	-0.1
O=C(Nc1nccs1)C1CCN(S(=O)(=O)c2ccc(F)cc2)CC1	-0.8	2.5	-10.5	3.2	-2.7	-5.1	16.0	-0.9	-1.5	1.7
COc1ccccc1CNC(=O)COC(=O)c1ncc(Cl)c(Cl)c1Cl	-7.3	8.1	-8.0	-5.8	-5.4	5.9	4.7	-2.3	-9.6	0.7
c1cncc(-c2nc(N3CCOCC3)c3c4c(sc3n2)CCC4)c1	-2.1	15.1	-0.6	-0.6	-1.2	-1.4	-19.6	-0.1	9.6	1.3
COc1ccc([C@@H]2[C@H]3C(=O)N(c4cccc(C(F)(F)F)c4)C(=O)[C@H]3ON2C)cc1	-2.7	-6.7	-2.1	2.4	.	-3.5	24.7	-2.2	-8.4	-0.6
COc1ccc(N2CCN(CCS(=O)(=O)c3cc(Cl)ccc3Cl)CC2)cc1	-1.8	-0.1	-6.2	5.6	-6.1	-4.3	27.7	-1.2	-1.3	-0.3
COc1ccc(CCNC(=O)CSc2cn(Cc3cccc(C)c3)c3ccccc23)cc1OC	0.2	4.7	-6.1	-1.2	.	1.0	-54.3	0.2	-11.4	-0.1
CCn1c(CCCOc2ccc(Cl)cc2Cl)n[nH]c1=S	-3.9	18.2	-9.0	-0.1	-2.9	-3.6	-42.9	-2.6	-5.6	-0.7
COc1ccc(/C=C2\SC(=N)N(c3ccc(F)cc3)C2=O)cc1OC	0.8	-0.9	-7.0	0.7	0.5	-2.1	-41.7	.	-3.2	0.4
CC1CN(S(=O)(=O)c2ccc(NC(=O)c3ccco3)cc2)CC(C)O1 (stereo unspecified)	-2.1	-8.5	13.9	-3.5	-1.3	-1.6	21.0	-0.1	4.7	0.1
COC(=O)c1cn(NC(=O)c2cc(OC)cc(OC)c2)c(=O)c2ccccc12	-1.0	-12.4	-18.1	11.5	-3.5	-1.8	2.2	-3.0	1.0	1.7
CCCCc1ccc(NC(=O)N[C@H](C(=O)O)C(C)CC)cc1 (stereo partly specified)	2.5	-12.7	1.8	1.2	-3.2	-3.7	0.8	-1.0	-4.0	-0.8
O=C(O)c1ccc(/C=C2\SC(=S)N(NC(=O)c3ccccc3[N+](=O)[O-])C2=O)cc1	-1.0	-3.1	-2.7	10.0	-2.0	-5.1	3.3	-1.3	-3.4	-2.5
O=C(/C=C\Nc1ccc2c(c1)OCO2)c1ccc(Cl)s1	1.7	-3.4	-12.3	10.4	.	-1.9	1.4	-2.1	-0.4	-1.1
O=C(NCCC1=CCCCC1)C(=O)c1c[nH]c2ccccc12	-9.3	-18.9	-3.9	1.9	1.1	-0.6	2.8	-2.2	-6.0	0.3
CCOc1cc(N2CCOCC2)c(OCC)cc1NC(=O)COC(=O)c1ccc(Cl)nc1	0.2	17.8	-0.5	5.6	.	-0.8	0.5	-1.8	-10.0	-3.5
Cc1ccc(-n2nnnc2-c2ccco2)cc1	-2.0	-3.9	8.4	1.9	-1.4	1.3	3.1	-2.2	-6.7	-0.5
Cc1ccc(NC(=O)C2CC(=O)N(C(C)C)C2)cc1Cl (stereo unspecified)	0.6	-0.4	-6.1	0.1	-3.4	-1.5	-4.4	0.0	5.5	0.1
Cc1noc(C)c1C(=O)Nc1ccc(F)c(F)c1	0.9	2.5	5.2	-4.6	-3.8	-2.0	12.5	-1.3	-9.4	-1.1
COc1ccc(-c2nc(C#N)c(NCCN(C)C)o2)cc1	1.9	15.1	-7.1	-3.3	.	-0.1	27.7	-0.4	-9.9	-1.6
Cc1[nH]c(=O)[nH]c(=O)c1S(=O)(=O)Nc1ccc(F)c(Cl)c1	-2.2	-2.0	0.5	2.1	-1.3	-1.4	10.5	-0.6	3.9	0.0
(continued)
SMILES	DAGLB inh	Rtt109 Vps75	Cardiac RTF inh	RTF Ca sens act	CAL PDZ FP-1	Keap1-Nrf2 PPI	SR-BI DiI-HDL act	CAL PDZ FP-2	PKA-R2B activ	C-LANA FP
Cc1ccccc1Nc1nc(N)nc(CSc2nc3ccccc3s2)n1	0.5	-5.2	-2.4	1.9	2.7	2.5	-23.6	-1.4	6.3	0.8
COC(=O)c1cc(NC(=O)CN2C(=O)C(=O)N(C3CCCC3)C2=O)cc(C(=O)OC)c1	-0.9	-3.6	0.5	-2.9	-3.1	-5.8	19.5	-2.4	-2.8	0.2
Cn1ncc(Br)c1NC(=O)Nc1ccc(OC(F)(F)F)cc1	-1.3	-3.3	4.4	1.6	-0.8	-0.2	0.2	-1.5	-3.6	-0.6
O=C(NC1CCCCC1)c1ccc(-c2cccc([N+](=O)[O-])c2)o1	-2.8	1.6	-0.1	-4.6	-4.4	6.8	.	-1.8	-5.9	-0.3
CCc1cc(=O)oc2cc(C)cc(OC(C)C(=O)NCCCN3CCCC3=O)c12 (stereo unspecified)	-5.4	-0.5	-14.1	-0.5	0.5	-1.1	9.6	-1.6	-4.9	1.2
CC(=O)CCSc1nnc(-c2cccc(S(=O)(=O)N3CCOCC3)c2)o1	2.6	0.1	-3.9	-1.6	-0.4	-0.5	-5.9	-2.6	-3.8	1.0
Cc1ccccc1OCCSCc1nc2ccccc2[nH]1	-13.1	27.6	0.2	5.7	-4.5	-3.0	3.9	-1.3	-7.9	1.3
Nc1[nH]c(=O)[nH]c(=O)c1N=Nc1ccccc1Cl	-4.5	12.8	-7.7	-7.5	-1.4	-0.4	9.0	-1.1	-10.5	0.3
Cn1cnc(S(=O)(=O)Nc2cc(C(F)(F)F)ccc2N2CCOCC2)c1	-0.2	-0.2	-10.1	3.1	-4.9	-3.5	15.7	0.0	19.9*	-1.5
CC(C)CN(C(=O)COC(=O)c1ccc(Cl)nc1)c1c(N)n(Cc2ccccc2)c(=O)[nH]c1=O	-1.8	-4.0	-2.7	2.0	0.1	-2.0	7.5	-0.8	0.0	-1.6
COc1ccc(NC(=O)C(c2cc3c(cc2[N+](=O)[O-])OCO3)N(C)Cc2ccccc2)cc1 (stereo unspecified)	-3.2	-4.1	-9.4	-11.0	.	-1.6	-36.5	-1.3	2.3	-0.4
CC(C)C(=O)Nc1ccc(NC(=O)c2ccc(COc3ccccc3)cc2)cc1	1.0	-4.3	1.5	4.3	4.5	-1.6	-21.1	-2.0	6.4	-0.7
COc1ccc(C(C)=O)cc1CN1C(=O)NC2(CCCCCC2)C1=O	2.5	-6.3	0.4	-1.3	-1.6	-7.2	-10.9	-0.4	-11.2	-0.6
O=C(CCC1CCCCC1)NCc1cccs1	-2.0	-1.1	-3.6	-3.3	0.6	-1.7	31.7	-2.0	-5.3	1.8
Cc1cccc(NC(=O)CCNS(=O)(=O)c2ccc(Cl)cc2)c1	-1.0	0.9	-1.1	-1.2	-2.8	3.9	.	-0.8	6.9	-0.3
CCc1nnc(NC(=O)Cc2cc(OC)c(OC)c(OC)c2)s1	-0.7	2.6	-7.2	-4.8	5.7	-0.1	12.7	-0.2	11.7	0.7
Cc1cc2ncn(-c3ncnc4sc5c(c34)CCC(C)C5)c2cc1C (stereo unspecified)	2.1	13.8	-8.3	-0.1	-0.5	-2.9	-40.0	-2.0	-10.9	-2.4
CCOC(=O)CNC(=O)N1CCC(CCC(=O)N(C)Cc2ccccc2)CC1	0.0	0.2	-5.6	-3.5	-1.9	-3.0	-10.8	-0.4	-7.3	-1.5
O=C(c1cn(-c2ccccc2)nc1-c1cccs1)N1CCN(c2ccccn2)CC1	0.2	10.7	-10.1	-3.7	0.5	-8.5	-26.5	-1.6	2.2	-0.7
CCOC(=O)COc1ccc2c(c1)c(C(C)=O)c(C)n2-c1ccc(OC)cc1	-6.7	8.9	-7.0	5.9	-2.6	-1.4	-1.7	-0.1	-6.1	-0.1
C=CCn1c(COc2cccc3cccnc23)nnc1SCC(=O)OC	-1.6	3.1	-3.8	3.2	.	-6.1	8.2	0.7	-7.3	-0.5
O=C(O)CCCN1C(=O)c2cccc3cccc(c23)C1=O	-2.0	1.6	-5.4	-5.0	-5.4	-1.6	10.0	.	-10.4	-0.9
Cc1cc(C)c2nc(N3CCC(C(=O)NCCCN4CCCC4=O)CC3)sc2c1	1.7	2.5	-0.4	-5.4	-5.2	0.1	-10.9	0.8	-0.7	-0.7
CCn1nnc(-c2ccccc2NS(=O)(=O)c2ccc(C(=O)OC)cc2)n1	-5.5	-7.5	0.7	-9.6	-0.7	-6.0	-0.5	-2.9	0.2	-0.3
Cc1ccc(-n2nnnc2SC(C(=O)c2c[nH]c3ccccc23)c2ccccc2)cc1 (stereo unspecified)	-0.4	21.9	-7.1	3.3	0.2	-4.1	2.9	-2.2	-8.5	-0.3
The listing continues:
SMILES	DAGLB inh	Rtt109 Vps75	Cardiac RTF inh	RTF Ca sens act	CAL PDZ FP-1	Keap1-Nrf2 PPI	SR-BI DiI-HDL act	CAL PDZ FP-2	PKA-R2B activ	C-LANA FP
O=C(CN1C(=O)S/C(=C/c2cccnc2)C1=O)N1CCOCC1	-3.3	0.7	-7.1	-4.0	5.2	-1.3	21.9	-1.1	-12.5	0.1
CC(=O)N1CCN(Cc2nc3cc(NC(=O)c4ccc(Cl)cc4)ccc3n2C)CC1	-1.0	3.5	-4.9	3.3	-2.0	1.3	-8.1	-1.0	-14.2	-3.6
COc1ccccc1CNC(=O)c1ccc(Cl)c(S(=O)(=O)N2CCCC2)c1	-2.9	-1.3	-2.5	1.7	-2.4	-5.8	-17.7	-0.7	4.2	-1.3
CCOC(=O)c1[nH]cnc1C(=O)Nc1ccc(F)cc1	0.4	-9.8	2.9	6.7	-12.8	-3.7	18.0	-1.3	6.7	-0.9
COc1ccc(NC(=O)C(=S)N2CCCC2)cc1	1.3	2.3	-11.7	0.5	-1.2	-0.6	-44.5	-0.3	0.4	-2.2
O=C(Nc1cccnc1)Nc1ccc2c(c1)OCO2	-0.4	3.5	0.9	1.5	2.1	1.5	-4.0	0.4	-5.3	0.9
